Dynein transport: blocks dynein driven cargo transport along microtubules | hit rate 0.47% among 220,000 | 3617.4 mouse cells, GR-EGFP nuclear translocation imaging; test concentration mostly 20 µM; stimulated with dexamethasone, 1 µM; active compounds read low | z-score, hits read low | AID 1381;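 active = plate z-score of nuclear minus cytoplasmic receptor signal below a set negative limit, without overly bright fluorescence or cell loss, cut at about -3.5 in these data, passing the limit was not always enough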;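 note: z-score of nuclear minus cytoplasmic ring GR-EGFP intensity difference per well; some compounds called inactive have numbers as strong as hits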
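Buffer or medium: Induction medium lacking tetracycline, stripped serum | Also added: Dexamethasone agonist, 1.0 µM final, for 30 min | Timing: 48 h induction, 1 h compound, 30 min dex at 37 °C | Detection: Formaldehyde fixation, Hoechst nuclear stain, 10x automated fluorescence imaging | Measure: Nuclear versus cytoplasmic GR-EGFP signal, averaged per well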
KOR beta-arrestin-1: kappa opioid receptor activators – cell-based, luminescence, uHTS, primary screen (AID 1777) | KOR beta-arrestin recruitment, luminescence; higher % means a stronger effect | activation, % at 10 µM; hits with a dose series show EC50 in µM | hit rate 0.02% among 280,000; in the data active = activation above about 50%, passing the limit was not always enough; note: a part of the inactive calls stands beside numbers as strong as those of hits
P. falciparum M1AAP: malaria alanyl aminopeptidase activity blockers – biochemical, fluorogenic H-Leu-NHMec substrate, 1536-well (AID 1445); recombinant M1AAP, H-Leu-NHMec fluorogenic kinetic assay; higher % means a stronger effect; inhibition, % at 30 µM, or IC50 in µM where a hit was titrated; hit rate 0.42% among 220,000;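 active = primary inhibition above the hit cutoff, then over 50% inhibition at one or more dose response concentrations, cut at about 23% in these data, passing the limit was not always enough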;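 note: plate controls were DMSO full reaction for no effect and no enzyme background for full effect; strong numbers were not always called active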
HEK293 NOD2/NF-kB: NOD2 signaling inhibitors, cell-based, luminescence, uHTS, HEK293 (AID 1566) | HEK293 NOD2/NF-kB luciferase reporter, luminescence; higher % means a stronger effect | inhibition, % at 4 µM, or EC50 in µM where a hit was titrated | hit rate 0.63% among 290,000; note: many of its hits are not listed in these tables
NOD1 NF-kB reporter: NOD1 signaling inhibitors, primary screen, cell-based, luminescence, uHTS (AID 1578) | hit rate 1% among 290,000 | inhibition, % at 4 µM, or EC50 in µM where a hit was titrated | NOD1-driven NF-kB luciferase reporter cells, luminescence; higher % means a stronger effect; in the data active = inhibition mostly above about 36%, no sharp cut-off; inactive = mostly below about 34%;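 note: HEK-293T reporter cells stimulated with the NOD1 agonist gamma-tri-DAP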
KOR beta-arrestin-2: kappa opioid receptor blockers – cell-based, luminescence, uHTS (AID 1778). inhibition, % at 10 µM; hits with a dose series show IC50 in µM. KOR beta-arrestin recruitment, luminescence, antagonist mode; higher % means a stronger effect. hit rate 0.091% among 290,000; note: strong numbers were not always called active
GPR55 beta-arrestin: GPR55 agonists via beta-arrestin recruitment, primary screen, imaging, U2OS cells, beta-arrestin-GFP redistribution (AID 1961). U2OS GPR55 beta-arrestin-GFP redistribution imaging; higher % means a stronger effect. activation, % at 10 µM; hits with a dose series show EC50 in µM. hit rate 0.048% among 290,000;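 active = activation above 40% with more than 50 cells counted in the well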;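 note: U2OS osteosarcoma cells stably expressing GPR55 and beta-arrestin-GFP; plate controls were DMSO negative control for no effect and LPI positive control for full effect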
M17LAP inhibition: P. falciparum M17LAP inhibitors, primary screen, biochemical, fluorogenic H-Leu-NHMec substrate, 1536-well (AID 1619) | recombinant M17LAP, H-Leu-NHMec fluorogenic kinetic assay; higher % means a stronger effect | inhibition, % at 30 µM, or IC50 in µM where a hit was titrated | hit rate 0.38% among 220,000;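 active = compound inhibiting the enzyme by more than half at any dose during confirmatory dose-response retesting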;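 note: plate controls were full reaction with DMSO carrier for no effect and no enzyme background for full effect; strong numbers were not always called active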
AID2073: disruptors of CaV2.2 binding to Mint1 – biochemical, HTRF (AID 2073). HTRF protein-protein interaction, Mint1-CaV2.2; higher % means a stronger effect. inhibition, % at 20 µM, or IC50 in µM where a hit was titrated. hit rate 0.19% among 290,000; in the data active = inhibition mostly above about 51%, no sharp cut-off; note: some results filed as inactive read as strong as hits
Dynein transport cytoplasmic EGFP: recorded beside Dynein transport, whose call it bears; z-score; measured here: cytoplasmic GR-EGFP intensity; active compounds read high
Dynein transport nuclear GR-EGFP: also measured in Dynein transport; calls as there; z-score; measured here: nuclear GR-EGFP intensity;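 lower value marks the stronger effect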
Dynein transport cell count: recorded beside Dynein transport, whose call it bears; z-score; measured here: cell count per field
Numbers without * were called inactive; . = no result given; [ ] = dose if it differs, or a comment. Cut-off read from the data, not from the text of the source, unless noted: active = inhibition above about 50%; inactive = the rest.

SMILES | Dynein transport | Dynein transport cytoplasmic EGFP | Dynein transport nuclear GR-EGFP | Dynein transport cell count | KOR beta-arrestin-1 | P. falciparum M1AAP | HEK293 NOD2/NF-kB | NOD1 NF-kB reporter | KOR beta-arrestin-2 | GPR55 beta-arrestin | M17LAP inhibition | AID2073
COc1ccc(CCNC(=O)C(Sc2ccccn2)c2ccccc2)cc1OC (centres undefined) | 1.2 | -0.0023 | 0.85 | -0.87 | 0.6% | 1% | 19% | -2% | -4% | -0.2% | -2% | -10%
O=C(NCc1ccco1)/C(=C\c1cccs1)NC(=O)c1ccsc1 | 0.39 | -0.062 | 0.11 | -0.82 | -3.4% | -4% | 9% | -17% | -23% | -0.1% | 18% | 7%
CC(=O)Nc1ccc(/C=N/N2C(C)CCCC2C)cc1 (centres undefined) | -0.089 | 0.66 | 0.056 | -0.49 | 13% | 0% | -24% | 35% | 26% | -0.2% | 1% | -8%
CC1CN(C(=O)C2(C)CC2(Br)Br)CC(C)O1 (centres undefined) | 1.2 | -0.25 | 0.77 | -0.95 | -0.8% | -3% | 17% | 2% | 12% | 0.5% | 2% | 1%
CCNC(=O)C(=O)NCC(c1ccc2c(c1)OCO2)N1CCOCC1 (centres undefined) | . | . | . | . | -2.1% | . | 7% | -4% | -7% | 0.6% | . | 16%
O=C(COC(=O)c1ccc(S(=O)(=O)N2CCOCC2)cc1)Nc1nc(-c2ccccc2)cs1 | -0.61 | -0.21 | -0.39 | 0.3 | 3.2% | 3% | -30% | -95% | -100% | -0.2% | 9% | 0%
Cc1ccc(CN2[C@@H](CC3CCCCC3)COCCS2(=O)=O)cc1 | . | . | . | . | -2.5% | . | -6% | -24% | -6%[20 µM] | 0.4% | . | 8%
CCN(CC)C(=O)Cn1cc(SCC(=O)NC)c2ccccc21 | -0.18 | -0.12 | -0.36 | 0.76 | -4.7% | 3% | 20% | -17% | 0% | -0.2% | 0% | -2%
O=C(O)c1cc(-c2ccccc2Cl)n(-c2ccc(F)cc2)n1 | . | . | . | . | -1.8% | . | 10% | -3% | 11% | -0.1% | . | 22%
O=C(CCCC(=O)OCC(Cl)=C(Cl)Cl)Nc1ccccc1 | -1 | -0.33 | -0.57 | 1.7 | -5.7% | -11% | 10% | -9% | 5% | -0.1% | 9% | 7%
CC(=O)N(CCC(c1ccco1)C(C)C)Cc1ccc(Cl)cc1 (centres undefined) | -4.7* | 0.41* | -2.1* | 0.093* | 1.1% | -1% | 7% | 4% | 26% | 0.5% | 5% | -1%
Cc1ccc(OCC(=O)N2N=C(C(F)(F)F)CC2(O)C(C)(C)C)cc1C (centres undefined) | 0.11 | 0.082 | 0.46 | 0.33 | -3.7% | -2% | -37% | -38% | -1% | -0.1% | -1% | -2%
O=C(Nc1nnc(S(=O)(=O)N2CCN(c3ccc(F)cc3)CC2)s1)c1ccccc1 | . | . | . | . | 9.5% | . | -32% | 2% | -27% | 0.2% | . | 12%
COc1ccccc1CN1C(=O)CN(C2CCCC2)C(=O)C1c1ccc(F)cc1 (centres undefined) | -1.1 | -0.23 | -0.39 | 2.1 | -3.0% | -1% | 8% | -2% | 14% | -0.2% | 10% | 2%
COc1cc(OC)cc(C(=O)NC(=S)Nc2nnn(C)n2)c1 | -0.79 | -0.29 | -0.49 | 1.1 | 5.9% | 10% | 5% | -5% | 25% | -0.3% | -2% | 6%
Cc1c2cnn(CC(=O)N3CCOCC3)c(=O)c2c(C)n1Cc1ccccc1F | . | . | . | . | -4.4% | . | -3% | 2% | 6%[20 µM] | -0.1% | . | 15%
CN(CC1CCOCC1)C(=O)CC1C(=O)NCCN1CC1CCCCC1 (centres undefined) | -0.28 | -0.3 | 0.025 | 0.59 | . | -2% | -10% | -29% | 22%[20 µM] | 0.3% | -3% | 10%
CC(C)Cn1nc(NS(=O)(=O)c2ccccc2)c2cc3ccccc3nc21 | -0.56 | -0.17 | 0.14 | -0.012 | -4.2% | 7% | 28% | -5% | 15% | 0.0% | -5% | 9%
COc1ccc(CNC(=O)Cn2nc(C)n3cccc3c2=O)cc1 | . | . | . | . | -5.7% | . | 6% | -28% | -6% | -0.3% | . | 1%
Cc1[nH]c2ccccc2c1CCN(Cc1cccs1)C(=S)NC(C)(C)C | -0.33 | -0.21 | -0.23 | 0.41 | 4.2% | 8% | -6% | -22% | -14% | -0.4% | -4% | -2%
O=C(Nc1nc2cc3c(cc2s1)OCO3)c1cccc(N2C(=O)CCC2=O)c1 | -0.44 | -0.14 | 0.25 | 0.88 | 3.3% | 8% | -17% | -12% | -28% | -0.1% | 8% | 40%
CCN(c1ccc(NC(=O)c2cccc(S(=O)(=O)N3CCN(C)CC3)c2)cc1)C(C)C | . | . | . | . | -0.1% | . | 31% | -32% | 3% | 0.0% | . | -14%
Cc1ccc(-c2c[nH]c(=S)n2-c2ccccc2F)cc1 | -0.73 | -0.12 | -0.35 | 1.1 | 0.7% | 4% | -23% | -14% | 8% | 0.2% | -8% | 26%
COc1cccc(NC(=O)Nc2cc(C(=O)NC(C)C)ccc2N2CC3CC(C2)c2cccc(=O)n2C3)c1 (centres undefined) | . | . | . | . | 0.7% | . | 0% | -20% | 6% | -0.1% | . | 8%
O=C(Nc1ccc(OC(=O)c2ccco2)cc1)c1ccco1 | -0.55 | -0.15 | -0.61 | 0.74 | 0.2% | 4% | -6% | -32% | -26% | 0.1% | 10% | -20%
Cc1cc(C(=O)COC(=O)c2nccnc2N)c(C)n1C | 0.41 | -0.2 | 0.26 | -0.37 | -1.3% | 7% | -20% | -34% | 6% | -0.2% | -8% | 14%
Cc1ccc(C)n1NC(=O)c1ccccc1[N+](=O)[O-] | 0.14 | -0.13 | 0.15 | -0.29 | 4.4% | 15% | -5% | -20% | -32%[20 µM] | -0.1% | 4% | 2%
CC1=C(C(=O)OCc2ccccc2)C(c2ccc([N+](=O)[O-])cc2)NC(=O)N1CCCC(=O)O (centres undefined) | . | . | . | . | -6.1% | . | -6% | -23% | 3%[20 µM] | 0.2% | . | -3%
CC(C)=CCN1CCNC(=O)C1CC(=O)NCc1nc(C)c(C)s1 (centres undefined) | 2.6 | -0.26 | 1.3 | -1.3 | 1.8% | 6% | 5% | -34% | -15% | -0.1% | -5% | 25%
COc1ccc(NS(=O)(=O)c2ccc3c(c2)oc(=O)n3C)c(OC)c1 | 1.9 | -0.044 | 1.2 | -1.2 | -3.1% | 4% | 12% | 12% | -42% | -0.1% | -6% | 1%
C=CCC(C(=O)OC)(C(=O)OC)c1ccccc1[N+](=O)[O-] | -0.6 | -0.34 | -0.12 | 0.8 | 1.0% | 3% | 8% | -10% | -35%[20 µM] | 0.3% | -1% | -9%
Cn1nc(C(=O)OCC(=O)NCCc2ccccc2)c2ccccc2c1=O | . | . | . | . | -0.1% | . | 3% | -24% | 17% | 0.0% | . | 0%
O=C(O)c1ccccc1/C=N/NC(=S)NC1CCCCC1 | -0.56 | -0.79 | -0.61 | 0.8 | 2.8% | -4% | -192% | 1% | -24% | 0.0% | -2% | -17%
CCCN1CCN(c2ncnc3c2nnn3Cc2ccccc2)CC1 | -0.4 | -0.23 | 0.089 | -0.092 | -3.8% | 5% | 3% | 16% | -24% | 0.1% | -16% | 0%
COc1ccc2nc(-c3ccccn3)[nH]c2c1 | . | . | . | . | -4.4% | . | -79% | -17% | 37% | -0.2% | . | 10%
O=C(NC(=S)Nc1c(Cl)ccc2nsnc12)c1ccco1 | 0.23 | -0.27 | 0.41 | 0.58 | 6.1% | 11% | -15% | -1% | 5% | 0.8% | 3% | 0%
Cc1ccc(NC(=O)C2C3C=CC(O3)C2C(=O)O)c(C)c1 (centres undefined) | . | . | . | . | -4.0% | . | -5% | -36% | 4% | -0.1% | . | 2%
O=C(CSc1nc(C2CCCCC2)nc2ccccc12)N1CCCC1 | -0.084 | -0.065 | 0.61 | -0.084 | 2.9% | 10% | -1% | 6% | -16% | 0.2% | 5% | -4%
Cc1cc(C)c(C#N)c(Nc2ccccc2Cl)n1 | -0.051 | -0.32 | 0.097 | 0.28 | 14% | 3% | 7% | -18% | -21% | 0.7% | -4% | 6%

In the list so far, 5 contain two or more sulfur atoms:
SMILES | Dynein transport | Dynein transport cytoplasmic EGFP | Dynein transport nuclear GR-EGFP | Dynein transport cell count | KOR beta-arrestin-1 | P. falciparum M1AAP | HEK293 NOD2/NF-kB | NOD1 NF-kB reporter | KOR beta-arrestin-2 | GPR55 beta-arrestin | M17LAP inhibition | AID2073
O=C(NCc1ccco1)/C(=C\c1cccs1)NC(=O)c1ccsc1 | 0.39 | -0.062 | 0.11 | -0.82 | -3.4% | -4% | 9% | -17% | -23% | -0.1% | 18% | 7%
O=C(COC(=O)c1ccc(S(=O)(=O)N2CCOCC2)cc1)Nc1nc(-c2ccccc2)cs1 | -0.61 | -0.21 | -0.39 | 0.3 | 3.2% | 3% | -30% | -95% | -100% | -0.2% | 9% | 0%
O=C(Nc1nnc(S(=O)(=O)N2CCN(c3ccc(F)cc3)CC2)s1)c1ccccc1 | . | . | . | . | 9.5% | . | -32% | 2% | -27% | 0.2% | . | 12%
Cc1[nH]c2ccccc2c1CCN(Cc1cccs1)C(=S)NC(C)(C)C | -0.33 | -0.21 | -0.23 | 0.41 | 4.2% | 8% | -6% | -22% | -14% | -0.4% | -4% | -2%
O=C(NC(=S)Nc1c(Cl)ccc2nsnc12)c1ccco1 | 0.23 | -0.27 | 0.41 | 0.58 | 6.1% | 11% | -15% | -1% | 5% | 0.8% | 3% | 0%

Copied from the list:
Dynein transport cell count with `O=C(CSc1nc(C2CCCCC2)nc2ccccc12)N1CCCC1` is entered as -0.084
HEK293 NOD2/NF-kB with `Cc1ccc(NC(=O)C2C3C=CC(O3)C2C(=O)O)c(C)c1` (centres undefined) is entered as -5%

Some of the compounds tested (hit frequency here may not be typical).
